# Screening results (PubChem BioAssay)
# UTI89 phage lysis = inhibition of K1F phage lysis, E. coli UTI89, bacterial capsule biogenesis inhibitors, alamar blue (AID 488966); E. coli UTI89 K1F phage lysis, alamar blue, 2 h; higher % means a stronger effect; inhibition, % at 100 µM, or IC50 in µM where a hit was titrated; hit rate 0.02% among 340,000;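 active = phage lysis inhibition, versus mean bacterial control, above a set limit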;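 also: capsule biogenesis inhibitors block K1F phage lysis so surviving cells raise fluorescence; higher fluorescence means more inhibition of phage lysis; actives were called in the ten point dose series up to 300 µM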
# human PMI inhibition = inhibitors of human PMI, primary screen, biochemical, fluorescence intensity, coupled assay (AID 1209). purified PMI enzyme, coupled fluorescence intensity; higher % means a stronger effect. Mannose-6-phosphate isomerase (Homo sapiens). inhibition, % at 20 µM; hits with a dose series show IC50 in µM. hit rate 0.42% among 190,000;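 also: plate controls were DMSO vehicle for no effect and wells lacking substrate for full effect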
# CSM14.1 death rescue = rescue of cells from ER stress-induced death, primary screen, 384-well, CSM14.1, thapsigargin, ATP luminescence (AID 1222); CSM14.1 thapsigargin-induced death rescue, ATP luminescence; higher % means a stronger effect; cellular ATP content (survival), % at 20 µM; hits with a dose series show EC50 in µM; 190,000 tested, under 10 active;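 active = EC50 below 50 µM in the dose-response confirmation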;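 also: death triggered by thapsigargin at about 15 µM added after 2 h compound pretreatment; cell ATP read after overnight thapsigargin exposure of roughly 18 to 22 hours; normalized against plate controls of thapsigargin alone and 5% DMSO vehicle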
# M1AAP inhibition = P. falciparum M1AAP inhibitors, biochemical, fluorogenic H-Leu-NHMec substrate, 1536-well (AID 1445); Aminopeptidase N (Plasmodium falciparum (isolate 3D7)); recombinant M1AAP, H-Leu-NHMec fluorogenic kinetic assay; higher % means a stronger effect; inhibition, % at 30 µM, or IC50 in µM where a hit was titrated; hit rate 0.42% among 220,000;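 active = primary inhibition above the hit cutoff, then over 50% inhibition at one or more dose response concentrations, cut at about 23% in these data, passing the limit was not always enough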;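 also: plate controls were DMSO full reaction for no effect and no enzyme background for full effect; strong numbers were not always called active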
# TNAP activation fold = human TNAP enzyme activators, primary screen, biochemical, luminescent, no phosphate acceptor, uHTS (AID 1001); hit rate 0.03% among 200,000; Alkaline phosphatase, tissue-nonspecific isozyme (Homo sapiens); activation fold at 20 µM; hits with a dose series show EC50 in µM; purified TNAP, luminescent activation assay, no phosphate acceptor; higher activation fold means a stronger effect; in the data active = activation fold from about 3, or a potency from the dose series; inactive = the rest, 99 in 100 with activation fold below about 1.6; also: many of its hits are not listed in these tables
# human PMI inhibitors = human PMI inhibitors, high substrate, primary screen, biochemical, fluorescence intensity, high mannose 6-phosphate (AID 1220) | inhibition, % at 20 µM; hits with a dose series show IC50 in µM | recombinant PMI enzyme, coupled fluorescence intensity; higher % means a stronger effect | hit rate 0.66% among 190,000
# WT yeast gro inh = growth inhibition of WT strain, primary screen, mitochondrial fusion inhibitor project, WT and mutant strains, chemical genetic. mitochondrial fusion phenotypic screen. inhibition, % at 10 µM. hit rate 2.1% among 190,000. AID 1362, 2008; in the data active = inhibition above about 58%; tested in S. cerevisiae
# Myeloid diff 2 = induction of myeloid progenitor differentiation, primary screen, cell-based, flow cytometry, MLPCN library; ER-HoxA9 myeloid progenitors, lysozyme-GFP differentiation; calls only at 10 µM; AID 624256, 2012; hit rate 1% among 360,000;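 active = normalized GFP-positive differentiation at or above the plate's own cutoff, the solvent-only control mean plus 3 SD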;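 also: cells exposed to compound for four days before flow analysis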
# Lipid droplet = inhibitors of hepatocyte lipid droplet formation, primary screen, imaging, high-throughput imaging, BODIPY stain; inhibition, % at 6.5 µM; hit rate 0.4% among 240,000; AML12 mouse hepatocytes, oleate lipid droplets;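 active = lipid droplet intensity inhibited by at least 50%, with more than 500 cells counted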
#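 Material – AML12 mouse liver cells · Also added – oleate loading, 100 µM · Compound dosing – 6.5 µM single-point dosing · Times – overnight treatment with compound plus oleate · Measured by – fluorescence imaging, 20x objective, two fields per well · Read-out – percent inhibition of filter-corrected integrated lipid droplet intensity per well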
# WT yeast gro inh mutant strain = also measured in WT yeast gro inh; calls as there; inhibition, %; mitochondrial fusion phenotypic screen, mutant strain inhibition
# Lipid droplet cells 6.5 µM = also measured in Lipid droplet; calls as there; cell count; measured here: cell count, cytotoxicity flag;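 cells counted across two imaged fields per well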
# Myeloid diff 2 GFP+ MAC1+ % = second read-out of Myeloid diff 2, no call of its own (marks repeat the call); GFP+ MAC1+ double positive, %; measured here: differentiation confirmed by MAC1 staining
# Numbers without * were called inactive; i = inactive; . = not tested or not shown; [ ] = remark or other dose. Rule as the data show it, unless noted: active = inhibition above about 50%; inactive = the rest.
# The line under a structure holds: UTI89 phage lysis	human PMI inhibition	CSM14.1 death rescue	M1AAP inhibition	TNAP activation fold	human PMI inhibitors	WT yeast gro inh	WT yeast gro inh mutant strain	Myeloid diff 2	Myeloid diff 2 GFP+ MAC1+ %	Lipid droplet	Lipid droplet cells 6.5 µM
> O=C(O)c1ccccc1C(=O)NCc1ccc(F)cc1
    4.4%	4%	0.7%	-2%	1.1	9%	3	4	i	0.7	.	.
> CCOc1ccccc1NC(=O)C1CCN(C(=O)Cc2ccccc2)CC1
    0.2%	-10%	1.4%	1%	1.1	-12%	2	-14	i	1.1	16	693
> COc1cc(NC(=O)CSc2nc3ccccc3cc2C)c(C(=O)O)cc1OC
    2.2%	-1%	-0.6%	15%	1	-7%	-19	12	i	0.3	-1	618
> CCOC(=O)NC(=O)c1cn(Nc2ccccc2)c(=O)[nH]c1=O
    -2.0%	.	.	3%	.	.	.	.	i	1.2	1	742
> C=CCc1cccc2cc(C(=O)NC3CCCC3)c(=O)oc12
    0.9%	12%	-1.0%	12%	1	32%	3	9	i	0.4	4	758
> CC(C)CCSc1cc(NCCO)c([N+](=O)[O-])c2nonc12
    -0.1%	.	.	12%	1	.	-9	-21	i	0.6	-7	712
> CCCNc1ncccc1C(N)=O
    -0.2%	0%	-1.5%	-1%	1.2	2%	-10	2	i	1.5	.	.
> CC1(C)CC(=O)C(C=NCC2CCCO2)=C(O)C1 (stereo unspecified)
    0.2%	3%	0.0%	-6%	1.1	4%	1	-45	i	1.4	.	.
> O=C(CSc1nc(Nc2ccccc2)nc(N2CCOCC2)n1)Nc1ccc([N+](=O)[O-])cc1
    1.1%	18%	-1.8%	-5%	1	10%	12	3	i	9.2	9	649
> Cc1cc(C)c(S(C)(=O)=O)c(Oc2ccccc2C)n1
    0.3%[50 µM]	6%	1.6%	3%	1	7%	-8	2	i	1.2	.	.
> CN(C)/C=C1\C(=O)N(c2ccc(Cl)cc2)CS1(=O)=O
    0.8%	5%	-1.7%	3%	1.1	-3%	-24	10	i	0.5	.	.
> N#Cc1c(-c2cccs2)cc(-c2cccnc2)nc1N
    -0.2%	6%	-1.7%	18%	1.1	6%	0	-9	i	0.6	.	.
> CCNC(=S)N1CCN=C1Nc1nc(C)cc(C)n1
    .	5%	1.1%	1%	1.1	-2%	2	-1	i	0.2	2	711
> CCC1C=C(c2ccccc2)C=CN=C1N(CC)CC (stereo unspecified)
    1.2%[50 µM]	8%	1.4%	-10%	1.1	19%	22	5	i	1.3	-11	703
> Cc1cc(C)cc(-n2nnnc2SCC(=O)Nc2cccc(NC(=O)c3ccco3)c2)c1
    9.8%	2%	1.1%	3%	1.1	-3%	-23	-37	i	1.9	.	.
> CCn1c2ccccc2c2cc(NC(=O)C(C)Oc3ccc(OC)cc3)ccc21 (stereo unspecified)
    2.0%	12%	2.7%	6%	1.1	13%	14	12	i	0.5	.	.
> COc1cccc(OC)c1C(=O)Nn1c(-c2cccs2)nc2ccccc2c1=O
    -0.3%	-1%	-3.6%	2%	1.1	6%	-3	8	i	0.1	-12	641
> Cc1c(Cl)cccc1NC(CC(=O)c1ccccc1)C(=O)OCC(=O)c1cccs1 (stereo unspecified)
    0.8%[50 µM]	29%	1.0%	-2%	1.1	15%	3	-3	i	1.3	3	622
> CN(C(=O)COC(=O)c1cncc(Br)c1)C1CCS(=O)(=O)C1 (stereo unspecified)
    0.5%	0%	-0.8%	2%	1.1	5%	-8	-11	i	0.3	16	708
> COC(=O)c1cnn(-c2ccc(F)cc2F)c1/C=N/NC(=S)NC(C)(C)C
    2.5%	.	.	8%	.	.	.	.	i	0.2	1	704
> Cc1cccc2sc(NC(=O)C3CCN(S(=O)(=O)c4cc([N+](=O)[O-])ccc4Cl)CC3)nc12
    0.5%[50 µM]	5%	-0.7%	5%	1	-19%	-5	-26	i	1.3	45	639
> O=C(Nc1ccccc1OC(F)(F)F)c1ccc([N+](=O)[O-])cc1
    3.2%	15%	-1.5%	-8%	1	14%	26	-10	i	0.2	-5	727
> CC12CCC(C(=O)N(CC3CO3)C1=O)C2(C)C (stereo unspecified)
    0.1%	3%	-0.1%	2%	1	4%	-1	-6	i	0.6	-8	679
> Nc1nonc1-c1noc(-c2ccccc2Br)n1
    0.2%	17%	-0.5%	6%	1.1	18%	14	16	i	2.6	-1	654
> Cc1nc(C)c(C(=O)C2=C(O)C(=O)N(CCCn3ccnc3)C2c2ccccc2)s1 (stereo unspecified)
    0.1%	-4%	.	17%	1.1	0%	-11	3	i	0.8	8	676
> O=C1NC(=S)CN1c1ccccc1
    -1.0%	.	.	8%	.	.	.	.	i	0.5	-2	632
> O=C(COC(=O)COc1ccccc1[N+](=O)[O-])Nc1cccc(Br)c1
    1.3%[50 µM]	9%	1.4%	1%	1.1	1%	-4	-20	i	0.1	-2	569
> COc1nc(NCCN2CCOCC2)nc(Nc2ccccc2)n1
    0.7%[50 µM]	4%	-0.2%	11%	1	-3%	-3	-16	i	1.3	-1	748
> Cc1cc(C)c2sc(C)[n+](CCCS(=O)(=O)[O-])c2c1
    -0.1%	.	-1.5%	1%	1.1	.	-2	1	i	0.5	4	735
> O=C(CNC(=O)c1ccccc1F)OCc1csc(-c2ccccc2)n1
    0.1%	0%	-0.5%	3%	1.2	4%	4	8	i	0.1	7	665

# Given in CSV form: 2 of the compounds above.
mol,UTI89 phage lysis,human PMI inhibition,CSM14.1 death rescue,M1AAP inhibition,TNAP activation fold,human PMI inhibitors,WT yeast gro inh,WT yeast gro inh mutant strain,Myeloid diff 2,Myeloid diff 2 GFP+ MAC1+ %,Lipid droplet,Lipid droplet cells 6.5 µM
Cc1cc(C)c(S(C)(=O)=O)c(Oc2ccccc2C)n1,0.3%[50 µM],6%,1.6%,3%,1,7%,-8,2,i,1.2,.,.
CN(C)/C=C1\C(=O)N(c2ccc(Cl)cc2)CS1(=O)=O,0.8%,5%,-1.7%,3%,1.1,-3%,-24,10,i,0.5,.,.

# Back to the main list with the three entries that preceded the break.
# The line under a structure holds: UTI89 phage lysis	human PMI inhibition	CSM14.1 death rescue	M1AAP inhibition	TNAP activation fold	human PMI inhibitors	WT yeast gro inh	WT yeast gro inh mutant strain	Myeloid diff 2	Myeloid diff 2 GFP+ MAC1+ %	Lipid droplet	Lipid droplet cells 6.5 µM
> COc1nc(NCCN2CCOCC2)nc(Nc2ccccc2)n1
    0.7%[50 µM]	4%	-0.2%	11%	1	-3%	-3	-16	i	1.3	-1	748
> Cc1cc(C)c2sc(C)[n+](CCCS(=O)(=O)[O-])c2c1
    -0.1%	.	-1.5%	1%	1.1	.	-2	1	i	0.5	4	735
> O=C(CNC(=O)c1ccccc1F)OCc1csc(-c2ccccc2)n1
    0.1%	0%	-0.5%	3%	1.2	4%	4	8	i	0.1	7	665
> COC(=O)C(=O)/C=C(\O)c1ccc(C)cc1
    0.5%[50 µM]	16%	-1.7%	1%	1.1	12%	-4	42	i	0.7	.	.
> CCOC(=O)C1=C(N)N2C(=O)C(C)SC2=C(C(=O)OCC)C1c1cc(OC)c(OC)c(OC)c1 (stereo unspecified)
    0.3%	.	.	7%	.	.	.	.	i	0.7	21	670
> CCN(CC(O)Cn1c2ccccc2c2ccccc21)S(=O)(=O)c1ccc(C)cc1 (stereo unspecified)
    -0.4%	23%	-1.7%	5%	1.2	14%	34	-28	i	1.1	9	699
> O=C(Nc1ccccc1-c1nnn(CC(=O)N2CCN(c3ccccc3)CC2)n1)c1cccs1
    0.3%	13%	1.3%	-4%	1.1	14%	3	5	.	.	.	.
> COc1ccc(/C=N\NC(=O)c2cc(O)c(O)c(O)c2)cc1CN1CCN(c2ccc(F)cc2)CC1
    1.3%	58%*	1.7%	13%	1.2	49%	-22	-7	i	0.4	0	677
> O=C(O)CN1C(=O)C2C3C=CC(C3)C2C1=O (stereo unspecified)
    -0.4%	8%	-2.0%	11%	1.1	7%	8	2	i	2.1	-2	662
> O=C(CNCC1CCCO1)N1CCCc2ccccc21 (stereo unspecified)
    1.6%[50 µM]	5%	-1.4%	-6%	1.1	-3%	0	-12	i	6.8	6	756

# Single records, from the list above. Values in the order: UTI89 phage lysis	human PMI inhibition	CSM14.1 death rescue	M1AAP inhibition	TNAP activation fold	human PMI inhibitors	WT yeast gro inh	WT yeast gro inh mutant strain	Myeloid diff 2	Myeloid diff 2 GFP+ MAC1+ %	Lipid droplet	Lipid droplet cells 6.5 µM
# Record of `O=C(CNCC1CCCO1)N1CCCc2ccccc21` (stereo unspecified) = 1.6%[50 µM]	5%	-1.4%	-6%	1.1	-3%	0	-12	i	6.8	6	756
# Record of `COC(=O)C(=O)/C=C(\O)c1ccc(C)cc1` = 0.5%[50 µM]	16%	-1.7%	1%	1.1	12%	-4	42	i	0.7	.	.
# Record of `COc1ccc(/C=N\NC(=O)c2cc(O)c(O)c(O)c2)cc1CN1CCN(c2ccc(F)cc2)CC1` = 1.3%	58%*	1.7%	13%	1.2	49%	-22	-7	i	0.4	0	677
# Record of `CCOC(=O)C1=C(N)N2C(=O)C(C)SC2=C(C(=O)OCC)C1c1cc(OC)c(OC)c(OC)c1` (stereo unspecified) = 0.3%	.	.	7%	.	.	.	.	i	0.7	21	670
